PKA-R1A act – activators of PKA-R1A complex; P00514+P68181; PKA-R1A dissociation, Cy5-IP20 fluorescence polarization; scaled: DMSO 0%, 113 µM cGMP 100%; activation, % at 11.4 µM; 340,000 compounds, 0.083% hits;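 active = percent activation above the mean of all tested compounds plus 3 SD, cut at about 19% in these data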;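 note: higher means more PKAc released from R1A so a rise in polarization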
PfHsp90 yeast 2 – reduces growth (ATP signal) of yeast expressing P. falciparum Hsp90; S. cerevisiae expressing PfHsp90, BacTiter-Glo ATP, 48 h; yeast lacking PDR1 and PDR3 efflux regulators; inhibition, % at 9.4 µM; 310,000 compounds, 0.32% hits;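 active = every replicate shows inhibition above about 80%, whatever the replicate mean, limit read from the data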;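 note: 0% = DMSO neutral controls and 100% = 20 µM radicicol positive controls; yeast relying on Plasmodium falciparum Hsp90 in place of its own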
Mot1-301 SUMO – blocks SUMOylation pathway, rescuing yeast Mot1-301 growth | growth rescue, % at 18.8 µM | S. cerevisiae Mot1-301 growth rescue, ATP luminescence, 38.5C; percent above DMSO median, 100 means doubled | 320,000 compounds, 1% hits;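 active = every valid replicate shows activation above 250% relative to neutral control wells; inactive = the rest, any valid replicate at or below 250%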;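 note: OY570 slx delta 5 strain wells were the positive control but not used for scaling; some compounds called inactive have numbers as strong as hits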
OPRM1-OPRD1 ag – OPRM1-OPRD1 heterodimerization agonism | P35372+P41143 | cells, luminescence | activation, % at 9.3 µM | 340,000 compounds, 0.3% hits | AID 504326; in the data active = activation above about 18%;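 note: 0% = vehicle-treated cells and 100% = reference agonist; values of inactives mirror those of a sister screen read the other way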
Target sequence (P35372 whole entry, looked up): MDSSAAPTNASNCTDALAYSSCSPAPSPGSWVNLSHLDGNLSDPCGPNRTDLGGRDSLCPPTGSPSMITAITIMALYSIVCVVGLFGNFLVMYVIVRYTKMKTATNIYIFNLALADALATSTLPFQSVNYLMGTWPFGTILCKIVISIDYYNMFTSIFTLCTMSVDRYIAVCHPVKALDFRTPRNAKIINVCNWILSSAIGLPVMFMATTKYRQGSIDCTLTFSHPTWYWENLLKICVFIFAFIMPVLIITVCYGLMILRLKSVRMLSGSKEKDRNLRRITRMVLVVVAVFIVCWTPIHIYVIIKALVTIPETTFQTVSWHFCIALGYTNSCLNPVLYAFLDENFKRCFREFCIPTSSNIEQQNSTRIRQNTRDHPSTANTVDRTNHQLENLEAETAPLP
Target sequence (P41143 whole entry, looked up): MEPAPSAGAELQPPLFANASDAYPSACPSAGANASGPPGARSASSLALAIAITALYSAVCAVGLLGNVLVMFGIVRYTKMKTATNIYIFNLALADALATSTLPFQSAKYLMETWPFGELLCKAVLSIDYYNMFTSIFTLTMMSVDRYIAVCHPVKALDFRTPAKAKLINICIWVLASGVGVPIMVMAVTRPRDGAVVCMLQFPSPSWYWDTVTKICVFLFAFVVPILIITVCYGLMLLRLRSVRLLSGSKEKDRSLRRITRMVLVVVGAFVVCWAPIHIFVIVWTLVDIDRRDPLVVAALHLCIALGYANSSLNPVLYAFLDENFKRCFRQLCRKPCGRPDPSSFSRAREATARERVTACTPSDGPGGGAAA
E coli growth – bacterial growth inhibition, counter-screen for AddAB inhibitors. E. coli V3065 growth, OD600 absorbance, 18 h. inhibition, % at 11.9 µM. 330,000 compounds, 0.27% hits;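 active = inhibition above the campaign's mean inhibition across all tested compounds plus 3 SD, cut at about 9.9% in these data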;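 note: uninfected addAB+ strain grown without phage in ampicillin broth; 0% = DMSO wells and 100% = ciprofloxacin 0.95 µg/ml wells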
Pemphigus Ab inh – blocks pemphigus antibody binding to human desmoglein-3; P32926; DSG3-coupled beads, scFv-anti-DSG3-GFP binding, flow cytometry; active compounds read low; binding (percent of control), % at 10 µM; 310,000 compounds, 0.48% hits;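 active = binding more than 3 SD below its plate's average and above zero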;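 note: hits lower antibody fragment binding to DSG3; some compounds called inactive have numbers as strong as hits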
MOR-DOR inv ag – inverse agonists of human mu-delta opioid receptor heterodimerization; cell-based MOR-DOR heterodimer luminescence, inverse agonism; inhibition, % at 9.3 µM; 340,000 compounds, 0.21% hits; AID 504357; in the data active = inhibition above about 22%, passing the limit was not always enough;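 note: 0% = cells with DMSO and 100% = wells without cells with DMSO; values of inactives mirror those of a sister screen read the other way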
phage Ecoli inh – E. coli growth loss with phage present. growth absorbance. inhibition, % at 11.9 µM. 360,000 compounds, 0.26% hits. AID 651602; in the data active = inhibition above about 11%
Arrestin-AP2 inh – inhibitors of human beta-arrestin and AP2 interaction; inhibition, % at 10 µM; FITC-arrestin peptide / GST-AP2 beads, flow cytometry; AP2 beta2 appendage carries R879A mutation; 340,000 compounds, 0.31% hits; AID 504490;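 active = inhibition above a set limit, near 3 SD of compounds lacking own fluorescence, cut at about 54% in these data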;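 note: plate controls were DMSO wells for no effect and 5 µM unlabelled arrestin peptide for full effect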
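Assay system: GST-AP2 R879A bound to glutathione beads, E. coli-expressed; Medium: PBS with 0.05% Tween 20 and 0.1% BSA; Also added: fluorescein-tagged arrestin peptide at 50 nM final; Timing: 12 min plus 1 h, RT; Measured by: flow cytometry, FL1 (488/535 nm); Evaluation: percent drop in bead-associated FITC signal.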
Tat transport – inhibitors of E. coli Tat protein transport | E. coli MC4100 TorA-mCherry Tat export, fluorescence | inhibition, % at 10 µM | 340,000 compounds, 0.036% hits | AID 488895;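 active = mean replicate inhibition at least 50% and at least half of replicates individually reaching 50%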;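 note: exported cargo escapes ClpAP degradation while cytoplasmic cargo is degraded and loses fluorescence; 0% = median of neutral control wells and 100% = median of NaSCN control wells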
AddAB inh – less growth of phage-infected E. coli with AddAB | E. coli expressing H. pylori AddAB, absorbance growth | inhibition, % at 11.9 µM | 330,000 compounds, 0.29% hits; in the data active = inhibition above about 12%;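 note: 0% = vehicle wells of infected cells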
* = called active by the depositor; x = not tested or not shown. Outcome played no part in choosing rows; any-hit rate near 2.8%.

SMILES | PKA-R1A act | PfHsp90 yeast 2 | Mot1-301 SUMO | OPRM1-OPRD1 ag | E coli growth | Pemphigus Ab inh | MOR-DOR inv ag | phage Ecoli inh | Arrestin-AP2 inh | Tat transport | AddAB inh
Cc1ccc(NC(=O)CO/N=C(\N)c2ccccc2)cc1C | -12 | -5 | 15 | -0.1 | -2.7 | 117 | 0 | 4.9 | 1 | 2 | 1.3
Cc1ccc[n+](C(C(=S)NCc2ccco2)=C([O-])c2ccccc2Cl)c1 | -2 | 9 | x | -2.5 | x | x | 12 | 2.4 | 17 | 1 | x
CN(C)C(=O)c1nc2ccccc2s1 | -4 | -3 | -8 | 0.7 | -0.8 | 105 | -5 | 5.3 | -4 | 7 | 1.3
C[C@H](CO)N1C[C@H](C)[C@@H](CN(C)S(=O)(=O)c2ccccc2)Oc2ccc(NC(=O)CCC(F)(F)F)cc2C1=O | -9 | -2 | -13 | -2.3 | 0.1 | x | 13 | -1.5 | -4 | -1 | 2.4
CCO/N=C/c1ccc(OC)c(Oc2nc(OC)cc(OC)n2)c1 | 11 | 19 | 6 | -1.5 | -2.5 | 86 | 8 | 4.0 | 15 | 3 | 1.0
Cc1ncsc1C(=O)N1CCCC(CNS(=O)(=O)c2cccs2)C1 (stereo not drawn) | -8 | -15 | 98 | 0.8 | 0.7 | 109 | -4 | 1.8 | 0 | -2 | 5.4
Cc1noc(C)c1COc1ccc(C(=O)NNC(=O)c2ccccc2O)cc1 | -10 | 5 | -3 | 1.7 | 2.5 | 103 | -11 | 3.7 | 1 | -4 | 6.5
CC1CCCN(c2ccc3nc4ccccc4c(=O)n3n2)C1 (stereo not drawn) | -4 | -9 | 0 | 0.5 | 0.7 | 103 | -3 | 5.1 | 15 | -3 | -0.6
COc1ccc(OC)c(CNn2c(-c3cccc(C)c3)nc3ccccc3c2=O)c1 | -4 | 15 | -18 | 2.4 | 2.5 | 102 | -14 | 0.5 | 19 | -1 | 1.6
O=C(CN(C(=O)Cn1nnc(-c2ccc(F)cc2)n1)C1CCCC1)NC1CCCC1 | -13 | 8 | 1 | -3.1 | -3.5 | 100 | 16 | 2.2 | 8 | -3 | 0.1
N#CCCN(Cc1cccnc1)C(=S)NC1CC2C=CC1C2 (stereo not drawn) | -7 | 7 | -8 | -3.0 | -1.1 | x | 15 | 3.8 | -10 | 4 | 0.2
CCOC(=O)c1cnc(SCC(=O)Nc2ccc3c(c2)OCCO3)nc1N | -20 | 6 | 7 | -0.6 | -0.2 | 95 | 3 | 3.0 | 1 | 8 | -2.5
Cn1c(CNC(=O)c2ccco2)nnc1SCC(=O)c1ccc(Br)cc1 | 7 | 19 | -7 | -0.1 | -1.4 | 119 | 1 | -0.9 | 13 | 1 | 4.6
CCC(C)(C)NC(=S)Nc1ccc(-c2nc3ccc(C)cc3s2)cc1 | -10 | 23 | 7 | 1.7 | 0.3 | 96 | -9 | 1.2 | 4 | -4 | 5.9
COc1ccc(NC(=O)CN(C)S(=O)(=O)c2ccc3c(c2)c(=O)n(C)c(=O)n3C)cc1 | 0 | 1 | 2 | 0.5 | 1.3 | 103 | -3 | 1.1 | 24 | -7 | 4.2
CC(=O)OCCNc1cc(SC(C)C)c2nonc2c1[N+](=O)[O-] | -2 | -18 | x | 1.3 | 0.4 | 102 | -6 | 0.4 | 24 | -4 | -0.1
CCOC(=O)[C@@H]1[C@H]2COc3cc(OC)ccc3[C@H]2N2C(=O)N(c3cccc(Cl)c3)C(=O)[C@]12C | -6 | 4 | -18 | -2.3 | 2.2 | 100 | 13 | x | 1 | 3 | 0.1
O=C(O)COc1ccc(/C=N/O)cc1Br | 1 | -40 | 11 | -2.0 | 1.9 | 104 | 10 | 1.8 | 13 | -6 | 2.8
COc1ccccc1-c1nc(C(=O)NCC2CCCO2)cc2c1[nH]c1ccccc12 (stereo not drawn) | -12 | 13 | -5 | -2.2 | 0.8 | 77* | 12 | x | -3 | -1 | 3.9
COc1ccc(CCNS(=O)(=O)c2ccc3c(c2)NC(=O)C(C)S3)cc1OC (stereo not drawn) | -2 | 6 | -6 | -1.3 | -0.3 | x | 6 | 3.3 | 4 | 3 | 0.3
O=C(NN1C(=O)C2C(c3ccccc3)C=CC(c3ccccc3)C2C1=O)c1ccncc1 (stereo not drawn) | 4 | 19 | 68 | 0.8 | -0.1 | 98 | -4 | 4.0 | 32 | 5 | -2.9
NC(=O)C[n+]1cccc(CNC(=O)c2ccc(OC(F)F)cc2)c1 | 2 | 9 | x | -1.1 | -1.4 | 97 | 6 | 2.8 | 12 | 4 | 2.0
COCn1c(-c2ccccc2)nc2ccccc21 | -6 | 16 | 4 | 0.2 | 1.0 | 101 | -1 | 2.5 | 11 | -7 | 3.6
COC(=O)c1cccnc1-n1c(=O)c2cccnc2n(CC(=O)Nc2ccc(Br)cc2)c1=O | -4 | -2 | -10 | -0.5 | 0.2 | 101 | 2 | -1.7 | 37 | -7 | 2.1
S=C1NC2=C(CCC/C2=C\c2ccc(Cl)cc2)C(c2ccc(Cl)cc2)N1 (stereo not drawn) | -3 | -16 | 2 | 0.4 | 2.1 | 111 | -2 | 3.7 | -7 | 0 | 0.6
COc1ccccc1CC(=O)Nc1ccc2c(c1)CCC2 | -1 | -12 | -17 | 0.7 | 1.5 | 99 | -4 | 0.1 | 13 | -3 | 0.8
COc1ccc(/C(N)=N/OC(=O)Cc2ccc(C)cc2)cc1OC | -1 | 28 | 33 | 0.1 | -0.4 | 103 | -1 | 4.3 | 17 | 6 | 1.8
CCOC(=O)N1CCN(C(=O)COC(=O)COc2c(C)cc(C)cc2C)CC1 | 2 | x | -10 | 0.1 | 0.6 | 108 | -1 | 0.8 | -5 | -16 | -0.2
O=C1CCCN1CCCNS(=O)(=O)c1ccc(F)cc1F | -4 | -9 | 174 | -0.9 | 0.3 | 105 | 5 | 0.9 | -9 | -3 | -0.1
N#Cc1ccc2nc3c(nc2c1)CCCC3 | 3 | -26 | 1 | 0.2 | 0.3 | 97 | -1 | 1.4 | 8 | 7 | 0.3
CCCOc1ccc(C=Nc2ccc(OC)c(S(=O)(=O)N3CCOCC3)c2)c(O)c1 | -3 | 37 | -9 | 1.2 | 0.3 | 104 | -5 | 2.4 | -4 | -2 | -1.5
C=CCN(CC=C)Cc1ccc(C(=O)OC)o1 | 10 | -39 | 5 | -4.6 | 0.7 | x | 19 | 2.9 | 0 | 4 | 4.6
Cc1ccn2cc(C(=O)NC3CCN(Cc4ccccc4)CC3)nc2c1 | -14 | 4 | -3 | -1.7 | 1.1 | 106 | 10 | 1.3 | 12 | 3 | 2.6
COc1ccccc1OCC(=O)NCCS(=O)(=O)N1CCN(c2ccccc2)CC1 | -4 | -14 | 51 | 0.9 | -3.9 | 101 | -6 | -0.6 | 3 | 0 | -1.6
O=S(=O)(c1ccccc1)C1CON(Cc2ccccc2)C1c1ccccc1 (stereo not drawn) | -1 | 12 | -2 | -0.7 | -1.7 | 99 | 4 | 3.4 | -2 | -14 | 0.3
Cn1c(SCC(=O)Nc2ccc(NC(=O)c3ccccc3F)cc2)nnc1-c1ccncc1 | 2 | -11 | -11 | 0.1 | -1.8 | 117 | 0 | x | 0 | 22 | 0.2
COc1ccc(NC(=O)CNC(=O)c2nn(-c3ccc(OC)c(OC)c3)c(=O)c3ccccc23)c(OC)c1 | 5 | 6 | -14 | 2.4 | -2.1 | x | -18 | -1.7 | 21 | -6 | 3.0
CC(=N[C@@H]1CCCC[C@H]1N=C(C)c1ccccc1O)c1ccccc1O | 3 | -3 | -4 | -1.2 | 0.0 | x | 6 | 0.7 | -2 | -1 | 4.0
COC(C[C@@H]1O[C@@H]1[C@H](O)[C@H](C)OCc1ccccc1)OC | -6 | x | x | -3.4 | x | 104 | 19 | 2.6 | 2 | -5 | x
COCCNC(=O)C(c1cccs1)N(C(=O)Cn1nnc2ccccc21)c1ccc(OC)cc1 (stereo not drawn) | 0 | 11 | 187 | -2.5 | 0.0 | x | 15 | 2.4 | 7 | 9 | 0.5

Continued, starting with the last three of the part before.
SMILES | PKA-R1A act | PfHsp90 yeast 2 | Mot1-301 SUMO | OPRM1-OPRD1 ag | E coli growth | Pemphigus Ab inh | MOR-DOR inv ag | phage Ecoli inh | Arrestin-AP2 inh | Tat transport | AddAB inh
CC(=N[C@@H]1CCCC[C@H]1N=C(C)c1ccccc1O)c1ccccc1O | 3 | -3 | -4 | -1.2 | 0.0 | x | 6 | 0.7 | -2 | -1 | 4.0
COC(C[C@@H]1O[C@@H]1[C@H](O)[C@H](C)OCc1ccccc1)OC | -6 | x | x | -3.4 | x | 104 | 19 | 2.6 | 2 | -5 | x
COCCNC(=O)C(c1cccs1)N(C(=O)Cn1nnc2ccccc21)c1ccc(OC)cc1 (stereo not drawn) | 0 | 11 | 187 | -2.5 | 0.0 | x | 15 | 2.4 | 7 | 9 | 0.5
CCOC(=O)c1cc(-c2csc(Nc3c(C)cc(C)cc3C)n2)on1 | -13 | 6 | -10 | 0.1 | 2.1 | x | -1 | 0.8 | 17 | -13 | 1.9
COc1ccc(CCN2C(=S)N(C)C(=O)C2CC(=O)Nc2ccc(F)cc2)cc1 (stereo not drawn) | x | x | 8 | x | -1.1 | 97 | x | 0.4 | -2 | x | 2.6
O=C1C=C(NCc2ccco2)CC(c2ccc(Cl)cc2)C1 (stereo not drawn) | -6 | -7 | 3 | -0.3 | -1.5 | 62 | 2 | 2.5 | -7 | 15 | 2.4
O=C(Nc1ccc(-n2cnnn2)cc1)c1cc(S(=O)(=O)N2CCCC2)ccc1Cl | -9 | x | x | 1.8 | x | 107 | -12 | 0.4 | 9 | 1 | x
COc1ccc(OCCC(=O)N2CCOCC2)cc1 | 0 | -27 | 5 | -2.4 | 2.2 | 100 | 12 | 5.9 | 13 | -4 | 1.4

Shown as a hit in Pemphigus Ab inh, among the entries above:
Structure | PKA-R1A act | PfHsp90 yeast 2 | Mot1-301 SUMO | OPRM1-OPRD1 ag | Pemphigus Ab inh | MOR-DOR inv ag | phage Ecoli inh | Arrestin-AP2 inh | Tat transport | AddAB inh
COc1ccccc1-c1nc(C(=O)NCC2CCCO2)cc2c1[nH]c1ccccc12 (stereo not drawn) | -12 | 13 | -5 | -2.2 | 77* | 12 | x | -3 | -1 | 3.9

Compounds shown so far containing a thiophene ring, fused or not (two):
SMILES | PKA-R1A act | PfHsp90 yeast 2 | Mot1-301 SUMO | OPRM1-OPRD1 ag | E coli growth | Pemphigus Ab inh | MOR-DOR inv ag | phage Ecoli inh | Arrestin-AP2 inh | Tat transport | AddAB inh
Cc1ncsc1C(=O)N1CCCC(CNS(=O)(=O)c2cccs2)C1 (stereo not drawn) | -8 | -15 | 98 | 0.8 | 0.7 | 109 | -4 | 1.8 | 0 | -2 | 5.4
COCCNC(=O)C(c1cccs1)N(C(=O)Cn1nnc2ccccc21)c1ccc(OC)cc1 (stereo not drawn) | 0 | 11 | 187 | -2.5 | 0.0 | x | 15 | 2.4 | 7 | 9 | 0.5
